# Screening data: PubChem, The Scripps Research Institute Molecular Screening Center
# TTR transcr act = TTR transcription activators in neuroblastoma reporter cells, primary screen, cell-based, luminescence, SH-SY5Y, TTR promoter Gaussia luciferase | 100% = recombinant luciferase protein wells | activation, % at 16.7 µM | 92,000 compounds, 1.3% hits;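 active = activation above the mean of all tested compounds plus 3 SD, cut at about 9.5% in these data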;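 also: cells exposed to compounds for one day before reading; 0% = median of all test compound wells on the plate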
# An asterisk follows results filed as active. The list is partial; the hit share may differ from the screen's.
TTR transcr act	molecule
6.3	Cc1ccc(S(=O)(=O)NCCc2nnc3ccc(SCC(=O)Nc4nc(C)cs4)nn23)cc1
-1.0	O=C(NCC(=O)N1CC(O)CC1C(=O)N1CCCC1C(=O)OCc1ccccc1)OCc1ccccc1 (stereo not drawn)
2.7	Cc1ccc(OCC(=O)NCCNC(=O)c2cnccn2)cc1
-0.1	O=C(CCNC(=O)c1ccccc1Cl)Nc1nnc(C2CC2)s1
1.3	Cc1cccc(OCC(=O)N(Cc2ccc(N(C)C)cc2)C2CCS(=O)(=O)C2)c1 (stereo not drawn)
-0.2	COC(=O)[C@]12C[C@H](CC(=O)NCc3cccs3)C(=O)N(Cc3ccc4c(c3)OCO4)C1=C[C@H](C(C)C)O[C@@H]2C1CC1
-2.2	O=C(NC1CCCCC1)C(c1ccc(F)cc1)N(Cc1ccc2c(c1)OCO2)C(=O)c1cnsn1 (stereo not drawn)
-1.6	COC(=O)c1cc(Br)c(=O)n(-c2ccc(F)cc2)c1
4.2	O=C(c1cccnc1)N1N=C(C2CCCCC2)CC1(O)C(F)(F)F (stereo not drawn)
-0.1	O=C(CC[C@H]1O[C@@H](n2ccc(=O)[nH]c2=O)[C@H](O)[C@@H]1O)N[C@H](Cc1ccccc1)C(=O)NCc1ccc2c(c1)OCO2
-1.6	Cc1ccc(NC(=O)CN(C)S(=O)(=O)c2ccc3c(c2)c(=O)n(C)c(=O)n3C)cc1
-4.1	Cn1c(N)c(C(=O)COC(=O)C2(c3ccc(Cl)cc3)CCCC2)c(=O)n(C)c1=O
5.8	O=S(=O)(c1ccc(=S)[nH]c1)N1CCCCC1
8.9	CCc1cc(=O)oc2c(C)c(OC(C)C(=O)NCCCn3ccnc3)ccc12 (stereo not drawn)
-0.6	c1ccc(-c2nc3c4ccccc4ccn3c2CN2CCCCC2)cc1
-0.8	COc1ccc(OC)c(Nc2nc3nonc3nc2N2CCCC(C)C2)c1 (stereo not drawn)
1.0	CCCCOc1ccc(CSc2nnc(C)n2N)cc1[N+](=O)[O-]
0.0	COCCN1Cc2cccc(C(=O)Nc3cccc(C)c3C)c2C1=O
1.2	CC(c1ccco1)N(C(=O)COc1ccccc1[N+](=O)[O-])c1ccccn1 (stereo not drawn)
-0.5	COc1ccc(CCNC(=O)c2nnn(CC(=O)Nc3cccc(F)c3)c2N)cc1OC
-1.7	O=C(CNC1CCCC1)Nc1cc(Cl)ccc1[N+](=O)[O-]
-1.1	CC(=O)Nc1ccc(S(=O)(=O)Oc2cccc(/C=N/N=C3/NC(=O)C(CC(=O)O)S3)c2)cc1 (stereo not drawn)
0.1	CC(C)c1ccc(NC(=O)Cn2c(=O)oc3cccnc32)cc1
-4.5	CCOc1ccc(OCCOCCOc2c(Cl)cccc2Cl)cc1
0.0	CCOc1ccc(C2CC(=O)NC(SCC(=O)OC)=C2C#N)cc1 (stereo not drawn)
-0.9	O=S1(=O)c2ccc(N3CC[C@@H](O)C3)cc2O[C@H]2CCN1C2
-0.6	COc1cc(C(=O)Nc2ccc(S(=O)(=O)N(C)c3ccccc3)cc2)cc(OC)c1OC
0.0	O=[N+]([O-])c1ccc(OCC(O)CN(CCO)CCO)cc1 (stereo not drawn)
-0.5	C/C(=N/OC(=O)c1cccc(C(F)(F)F)c1)c1cnccn1
-2.4	c1ccc(OC2CCN(c3ncnc4sccc34)CC2)cc1
-2.8	CCc1ccc(NC(=O)C(C)Oc2nnc(-c3cccs3)c(-c3cccs3)n2)cc1 (stereo not drawn)
-1.5	CC(Sc1nnc(Cc2ccc3c(c2)OCO3)o1)C(N)=O (stereo not drawn)
1.0	CCCS(=O)(=O)c1nc(S(=O)(=O)c2ccc(C)cc2)c(N2CC(C)OC(C)C2)s1 (stereo not drawn)
-0.5	O=C(NCc1cccs1)c1ccc(CS(=O)Cc2cccc(Cl)c2)o1 (stereo not drawn)
-5.7	Cc1ccc(-n2ncc3c2ncn2nc(-c4ccco4)nc32)c(C)c1
0.0	Cc1cc(C)n(C(=O)/C(C#N)=C/N(C)C)n1
-0.3	COc1ccc(OC)c(Nc2nc3nonc3nc2N2CCCCC2)c1
0.6	O=C(NCc1ccc(F)cc1)Nc1cccc(Cl)c1
3.5	Cc1ccc([C@H]2C(C(=O)O)=CC[C@@H](c3cccc(C)c3)N2S(=O)(=O)c2ccc(C)cc2)cc1
1.3	NC(=O)c1ccc(NS(=O)(=O)c2ccccc2F)cc1
2.5	COCC(C)n1c(C)cc(C(=O)COC(=O)c2ccc(N3CCCC3=O)cc2)c1C (stereo not drawn)
-1.2	COC(=O)c1ccc(NC(=O)c2snnc2-c2ccccc2)cc1
1.2	CC1CCCCN1C(=O)CSc1nnc(-c2cccnc2)n1C1CCCCC1 (stereo not drawn)
0.4	Cc1ccc(CC2(C)C(=O)Nc3ccc(OC(F)(F)F)cc32)cc1 (stereo not drawn)
-1.7	O=C(COc1cccc(C(F)(F)F)c1)NCC(c1ccco1)N1CCCCC1 (stereo not drawn)
-0.7	c1ccc(SC23CC4CC(CC(C4)C2)C3)nc1
-0.8	COc1ccccc1CNc1ncnc2nc[nH]c12
-1.3	COc1cccc2cc(-c3ccccc3)oc12
0.9	COc1ccccc1NC(=O)CSc1nnc(COc2ccccc2OC)n1C
0.6	O=C(Nc1ccccc1F)Nc1ccccc1Br
1.1	COc1cc(Cl)c(CN2CCC(CCC(=O)NC3CC3)CC2)cc1OC
-0.7	CCn1c(SCC(=O)Nc2cccc(NC(C)=O)c2)nc2c([nH]c3ccccc32)c1=O
0.7	Cc1ccc(S(=O)(=O)N(C)c2ccc(C(=O)NC3CCCCC3)cc2)cc1
1.6	COc1ccccc1/C=C/C(=O)N1CCc2cc(OC)c(OC)cc2C1C (stereo not drawn)
-1.6	COc1ccc(-c2nnc(SC)n2C)cc1
3.2	COc1ccc(NC(=O)CSc2nnnn2C2CCCC2)c(OC)c1

# Nothing new here: entries from further up.
TTR transcr act	molecule
1.6	COc1ccccc1/C=C/C(=O)N1CCc2cc(OC)c(OC)cc2C1C (stereo not drawn)
-1.6	COc1ccc(-c2nnc(SC)n2C)cc1
3.2	COc1ccc(NC(=O)CSc2nnnn2C2CCCC2)c(OC)c1

# Next part
TTR transcr act	molecule
-0.6	Cc1ccccc1C(C)NC(=O)COC(=O)Cn1cc(C(F)(F)F)ccc1=O (stereo not drawn)
-2.7	COc1ccc(NC2=CC(c3ccc(OC)cc3)N(c3ccc(OC)cc3)C2=O)cc1 (stereo not drawn)
-1.5	CC(C)C[C@H](NC(=O)c1nc[nH]c1C(=O)N1CCc2ccccc2C1)C(=O)OC(C)(C)C
2.9	Cc1cc(N/C(=N\S(=O)(=O)c2ccc(F)cc2F)c2ccccc2)no1
2.2	O=C(Cc1ccccc1[N+](=O)[O-])NCc1ccco1
-1.1	CSCc1nnc(NC(=O)c2ccc(S(=O)(=O)N(C)C)cc2)o1
3.0	Cc1cc(C)c(C#N)c(Nc2cccc(C)c2C)n1
0.5	COc1ccc(NS(=O)(=O)c2cccc(C(=O)O)c2)cc1S(=O)(=O)N1CCOCC1
-2.9	CC(C)(C)NC(=O)C(c1cccnc1)N(C(=O)c1cnc[nH]1)c1ccc(C(C)(C)C)cc1 (stereo not drawn)
1.3	O=C(Nc1ccc(N2CCN(C(=O)c3ccco3)CC2)cc1)c1cccnc1Cl
1.1	COc1ccccc1NC(=O)C(Cc1ccc(Cl)cc1)c1nn[nH]n1 (stereo not drawn)
-0.6	Cc1[nH]c(=O)[nH]c(=O)c1S(=O)(=O)N1CCN(c2ccccc2)CC1
-1.1	O=C(Nc1cccc2ccccc12)c1ccc([N+](=O)[O-])o1
2.0	O=C(Cc1ccc(Cl)cc1Cl)Nc1cccc(S(=O)(=O)Nc2ccccc2F)c1
-0.2	Cc1cccc(NC(NC(=O)c2ccccc2[N+](=O)[O-])C(Cl)(Cl)Cl)c1 (stereo not drawn)
0.4	Cc1c(C(=O)O)oc2c1/C(=N\O)CCC2
2.5	CC(=O)c1ccc(CC2SC(N)=NC2=O)cc1 (stereo not drawn)
-0.5	CCOC(=O)CC1COCCN1C(=O)c1cc(COc2ccc(F)c(F)c2)on1 (stereo not drawn)
0.4	O=C(NC(=S)Nc1ccc(N2CCOCC2)cc1)c1cccc(Cl)c1
-2.0	COc1ccc(NC(=O)CCS(=O)(=O)c2ccc3c(c2)oc(=O)n3C)cc1
-0.2	COC(=O)c1c(O)cc(=O)n2c1CCCCC2
-0.8	O=C(Nc1ccc(Br)cc1)OCCN1CCCC12CCC(c1ccccc1)CC2 (stereo not drawn)
0.8	COc1ccc(C(=O)NNC(=O)CNC(=O)C2CCCCC2)cc1
0.2	CCOC(=O)c1ccccc1NC(=O)c1ccc2nccnc2c1
-1.1	O=C(CCN1CCCCC1c1cccnc1)NCc1ccccc1 (stereo not drawn)
1.3	Cc1n[nH]c(C)c1C(=O)CC1(O)C(=O)N(CCc2ccccc2)c2ccc(Br)cc21 (stereo not drawn)
1.6	Cc1ccc(-n2ncc3c(NCCCOC(C)C)ncnc32)c(C)c1
9.6	O=C(CCSc1ccc(Cl)cc1)NN=C1CCCCCC1
2.0	Cc1cccc(Oc2ncccc2[N+](=O)[O-])c1C
0.7	CCc1nc(SCC(=O)N2CCc3cc(OC)c(OC)cc3C2)c(C#N)cc1C
0.2	COc1ccccc1OCC(=O)NCCCn1ccnc1
-1.2	CCOc1ccccc1-c1n[nH]c(=S)o1
1.3	Cc1ccc(NC(=O)c2c([N+](=O)[O-])c(C(C)(C)C)nn2C)c(C)c1
-0.7	C/C(=N\NC(N)=S)C1=CCC2C3CC[C@H]4CC(O)CC[C@]4(C)C3CC[C@]12C (stereo partly drawn)
1.9	CCCCOc1ccc(C(=O)N2CCNC(=O)C2)cc1
-0.4	CC(=NNC(=O)c1ccncc1)c1ccc(Cl)cc1Cl
-0.2	O=C(NCCc1ccccc1C(F)(F)F)c1cc(COc2ccccc2)on1
-0.4	N#Cc1c(Nc2ccccc2)sc(C(=O)c2ccccc2)c1N
-1.0	CCOc1cc(-c2noc(N)c2C#N)cc(OCC)c1OCC
4.8	CCCNC(=O)C(Cc1ccc(OC)cc1)NC(=O)c1ccc(Cl)cc1 (stereo not drawn)
6.1	CC(=O)c1sc2c(c1OC(=O)c1ccc(Cl)cc1)c(=O)n(-c1ccccc1)c(=S)n2-c1ccccc1
-1.5	O=[N+]([O-])c1ccccc1N/N=C/c1ccccc1
-1.3	Cc1ccccc1NC(=O)CCCCCN1C(=O)[C@@H]2Cc3ccccc3CN2C1=O
-0.3	Cc1cc(NC(=O)CN2CCN(c3ccc(O)cc3)CC2)no1
0.2	O=C(Nc1ccc(S(=O)(=O)N2CCCCC2c2cccnc2)cc1)c1c(F)cccc1F (stereo not drawn)
-1.5	O=C(Nc1cccc(NC(=O)c2ccc(-c3ccc(Br)cc3)o2)c1)c1ccccc1
-1.8	O=C1CSC(=S)N1N=Cc1ccccc1O
0.4	CCOC(=O)c1c(Nc2ccccc2OCCOC)n[nH]c1C
-2.9	Cc1ccc(/C=N/N2CCN(c3ccccc3)CC2)cc1
-1.6	CCC[C@H]1[C@@H](NC(=O)C2CCOC2)CC[C@@]23CCCN2C(=O)CCC[C@@H]13 (stereo partly drawn)
-1.7	COc1ccc(NS(=O)(=O)c2cccc(NC(=O)c3ccccn3)c2)cc1
-1.1	Cc1cc(C(=O)CSc2nncn2C)c(C)n1-c1ccccc1
1.6	CC(=O)Nc1ccc(N2C(=O)C3C4CC(=O)C(c5ccccc54)C3C2=O)cc1 (stereo not drawn)
-2.7	O=C(OCC(=O)N1CCN(c2ccccc2)CC1)c1ccc2ccccc2n1
-0.8	COc1cccc(N2CC(C(=O)Nc3nnc(SCC(=O)Nc4cc(C)on4)s3)CC2=O)c1 (stereo not drawn)
-5.0	O=C1C2C3C=CC(C3=C(c3ccccc3)c3ccccc3)C2C(=O)N1CCO (stereo not drawn)

# More results.
TTR transcr act	molecule
4.0	CCOc1ccc(NC(=O)CN2C(=O)c3cccc4cccc2c34)cc1
1.0	O=C(NCc1csc2ccc(Cl)cc12)Nc1cccc2ccccc12
-3.0	Cc1ccc(N=Nc2c(O)ccc3n[nH]nc23)cc1
1.7	Cc1ccc(S(=O)(=O)NC(C(=O)N2CCOCCOCCOCC2)c2ccccc2)cc1 (stereo not drawn)
-1.7	O=C(OCC#CCSc1nnc(-c2cccc3ccccc23)o1)c1cc(F)c(F)c(F)c1
0.0	Cc1cc2nc(-c3ccc(SCC(=O)N4CCN(C(=O)c5ccco5)CC4)nc3)[nH]c2cc1C
-1.8	CCOC(=O)c1ccn(S(=O)(=O)c2ccc(C)cc2)c1-c1ccccc1
1.4	Cc1cc([N+](=O)[O-])ccc1NC(=O)c1cccc(NC(=O)C(C)C)c1
2.0	CCOc1ccc(NC(=O)COc2ccc(C(=O)NC(C)c3ccc(S(N)(=O)=O)cc3)cc2OC)cc1 (stereo not drawn)
1.2	O=C(CCc1ccccc1)Nc1ccc(Cl)cn1

# Entries above containing an NH in an aromatic ring:
TTR transcr act	molecule
-0.1	O=C(CC[C@H]1O[C@@H](n2ccc(=O)[nH]c2=O)[C@H](O)[C@@H]1O)N[C@H](Cc1ccccc1)C(=O)NCc1ccc2c(c1)OCO2
5.8	O=S(=O)(c1ccc(=S)[nH]c1)N1CCCCC1
-0.8	COc1ccccc1CNc1ncnc2nc[nH]c12
-0.7	CCn1c(SCC(=O)Nc2cccc(NC(C)=O)c2)nc2c([nH]c3ccccc32)c1=O
-1.5	CC(C)C[C@H](NC(=O)c1nc[nH]c1C(=O)N1CCc2ccccc2C1)C(=O)OC(C)(C)C
-2.9	CC(C)(C)NC(=O)C(c1cccnc1)N(C(=O)c1cnc[nH]1)c1ccc(C(C)(C)C)cc1 (stereo not drawn)
1.1	COc1ccccc1NC(=O)C(Cc1ccc(Cl)cc1)c1nn[nH]n1 (stereo not drawn)
-0.6	Cc1[nH]c(=O)[nH]c(=O)c1S(=O)(=O)N1CCN(c2ccccc2)CC1
1.3	Cc1n[nH]c(C)c1C(=O)CC1(O)C(=O)N(CCc2ccccc2)c2ccc(Br)cc21 (stereo not drawn)
-1.2	CCOc1ccccc1-c1n[nH]c(=S)o1
0.4	CCOC(=O)c1c(Nc2ccccc2OCCOC)n[nH]c1C
-3.0	Cc1ccc(N=Nc2c(O)ccc3n[nH]nc23)cc1
0.0	Cc1cc2nc(-c3ccc(SCC(=O)N4CCN(C(=O)c5ccco5)CC4)nc3)[nH]c2cc1C
